High-throughput results as filed in PubChem BioAssay.
HSF1 activator: increases HSF-1 driven luciferase reporter signal; AID 504408; 1.7% of 300,000 active; activation, % at 9 µM; NIH3T3-HGL HSF-1 luciferase reporter, MG132, 8 h; 100% = twice DMSO control signal;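 active = mean replicate activation of at least 50% with a set share of replicates each reaching 50%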;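 note: 0% = median of the neutral control wells and 100% = twice that signal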
HSP90 refold inh: HSP90 refolding inhibition in rabbit reticulocyte lysate | inhibition, % at 5.6 µM | 0.91% of 290,000 active | luciferase refolding luminescence, 3 h;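 active = inhibition above the screen-wide mean plus 3 SD, computed separately per campaign, cut at about 16% in these data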;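 note: 0% = DMSO wells and 100% = 60 µM geldanamycin wells; inhibitors lower the luminescence because luciferase stays unfolded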
IEC-6 cytotox: IEC-6 cytotoxicity, counter-screen for KLF5 inhibitors; inhibition, % at 5 µM; AID 1825; luminescence viability; 0.78% of 290,000 active; in the data active = inhibition above about 22%;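 note: 0% = plate median of test compound wells and 100% = cytotoxic reference compound wells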
HSF1 inhib: HSF1 inhibition. NIH3T3-HGL HSE-luciferase, MG132-induced, luminescence 8 h; stronger effect = lower value. activity change, negative = inhibition, % at 7.5 µM (by protocol). 0.77% of 300,000 active. AID 2098;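 active = more than half of replicate wells show activity change below -50%, luminescence cut by over half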;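 note: luciferase reports HSF-1 transcriptional activity via heat shock element; 0% = median of DMSO wells and -100% = zero luminescence signal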
HIF activator: HIF pathway transcriptional activation; U2OS HRE-luciferase reporter, luminescence; normalized: DMSO 0%, desferrioxamine 100%; activation, % at 7.5 µM (by protocol); 0.32% of 300,000 active; AID 1910;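 active = mean activation of at least 10% of the iron chelator positive control signal, with at least half of replicates also reaching 10%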
SKKanGAS inh: blocks kanamycin growth of S. pyogenes SKKanGAS strain; BacTiter-Glo, 6 h; inhibition, % at 7.5 µM; 1.3% of 300,000 active;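 active = mean replicate score, as percent of positive control median, at least 50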;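 note: strain carries kanamycin resistance gene driven by streptokinase promoter and grows in 40 µg/ml kanamycin; loss of luminescence reflects streptokinase promoter inhibition or plain growth inhibition; 0% = median of DMSO wells and 100% = positive control at its reference dose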
AI-2 QS mod: modulators of Vibrio harveyi AI-2 quorum sensing system | activity change, % at 7.5 µM | AID 2094 | 0.4% of 300,000 active | Vibrio harveyi JMH597 AI-2 luminescence/OD600 ratio, 9 h; stronger effect = lower value; strain lacks LuxN and CqsS sensors; 0 = neutral-control median; in the data active = activity change below about -75%, passing the limit was not always enough;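 note: luminescence divided by OD600 gain over 9 h not by final OD600 alone; inactives centre near 13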
aSyn 5UTR inh: MLPCN primary screen, SNCA 5' untranslated region | inhibition, % (tested at 7.5 µM) | 0.82% of 300,000 active | alpha-synuclein 5'UTR reporter, inhibitor activity | AID 1813; in the data active = inhibition above about 60%;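 note: H4 neuroglioblastoma cells stably carrying SNCA 5'UTR luciferase fusion; 0% = DMSO wells and 100% = positive control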
Platelet DG rel: platelet dense granule release activity; human platelet-rich plasma, SFLLRN dense granule ATP release, luminescence; inhibition, %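 (compounds screened at 7.5 µM in platelet-rich plasma)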; 0.22% of 300,000 active;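 active = mean replicate score, as percent of positive control, at or above 50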
KLF5 inhibitor: inhibitors of KLF5 expression; DLD-1 KLF5 promoter-luciferase reporter, luminescence; inhibition, % at 5 µM; 0.23% of 290,000 active;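 active = inhibition above a per-plate limit of that plate's mean compound inhibition plus 3 SD, cut at about 60% in these data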;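 note: 0% = DMSO wells and 100% = LY294002 at 200 µM; higher means less KLF5 promoter-driven luciferase light; inactives centre near -14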
The depositor's hits bear a star; x = not tested or not shown. Random draw from the library (roughly 6% active in at least one column).

SMILES | HSF1 activator | HSP90 refold inh | IEC-6 cytotox | HSF1 inhib | HIF activator | SKKanGAS inh | AI-2 QS mod | aSyn 5UTR inh | Platelet DG rel | KLF5 inhibitor
CCNc1nc(NCC)n2c(SCC(=O)NC34CC5CC(CC(C5)C3)C4)nnc2n1 | 15 | -4 | -5 | 1 | -0.2 | 0 | -1 | 12 | 5 | -12
Cc1cccc(Nc2c(-c3ccc(N4CCOCC4)cc3)nc3ncccn23)c1 | 20 | 1 | 4 | 1 | 0.4 | 1 | 16 | 22 | 18 | 2
CC(C)c1ccc(NC(=O)CNCC(c2ccccc2)N(C)C)cc1 (stereo not given) | -9 | 5 | 1 | -2 | 1.0 | 15 | 17 | 1 | -3 | -17
COc1ccccc1/C=C/C(=O)Nc1nc(N)n(-c2ccccc2)n1 | 8 | -1 | -8 | 0 | -0.5 | -5 | 30 | -17 | 9 | -61
Cc1ccc(C(=O)COC(=O)C2CC(=O)N(c3nc(-c4ccccc4)cs3)C2)cc1 (stereo not given) | 38 | 0 | -2 | 10 | -0.5 | 11 | 18 | -17 | -2 | -24
Cc1ccc(C(=O)NCCCN2CCN(CCCNC(=O)c3ccc(C)cc3)CC2)cc1 | -4 | x | x | -6 | -0.4 | -12 | 15 | 13 | 22 | x
Nn1c(COc2ccccc2F)nnc1SCC(=O)NC1CC1 | 10 | x | x | 0 | -0.1 | -5 | 17 | 0 | 6 | x
Cn1c(-c2ccco2)n[nH]c1=S | -3 | 4 | 11 | -5 | 0.6 | -9 | 12 | 0 | 5 | -17
CC(C)NCC(O)COc1ccc2c(c1)CCC2 (stereo not given) | -2 | 1 | -4 | -5 | -19 | -2 | 15 | -13 | 11 | 10
COc1ccccc1NC(=O)c1ccc2c(O)c(S(=O)(=O)c3ccccc3)c(=O)[nH]c2c1 | -4 | -1 | 4 | -1 | -0.1 | 4 | 3 | -4 | 1 | -30
COc1ccc2[nH]c(=O)c(CN(C(C)=O)C3CCCCC3)cc2c1 | x | -1 | 2 | x | 0.3 | -7 | 8 | 16 | -8 | 14
Cc1ccc(C(=O)N[C@@H](Cc2ccccc2)C(=O)N2CCC3(CC2)NCCc2[nH]cnc23)cc1C | 20 | -2 | 2 | 0 | -0.1 | -3 | 17 | -4 | 11 | 0
CCOc1ccc(-n2nnnc2SCC(=O)NNC(=O)c2ccco2)cc1 | 6 | 4 | 2 | 2 | -0.6 | -9 | -4 | -9 | -8 | -43
CN(C(=O)c1ccc(S(=O)(=O)N2CCCC2)cc1)C1CCCCC1 | 6 | 4 | 4 | 5 | -0.3 | 1 | 7 | 12 | -5 | -20
Cc1ccc(-c2noc(CNCCCN(C)C)n2)cc1 | -13 | 1 | 0 | -13 | -0.5 | -1 | 15 | -3 | 0 | 5
Cc1ccc(C2(C)NC(=O)N(CC(=O)NCc3cccc(Cl)c3)C2=O)cc1 (stereo not given) | -6 | 2 | -6 | 4 | 0.0 | -9 | -64 | 4 | -3 | -9
O=C(O)c1cn(-c2ccccc2)nc1-c1ccc(Cl)cc1 | -11 | 4 | -1 | -9 | -0.4 | 5 | 34 | 21 | 1 | -2
COCCNS(=O)(=O)c1ccc(F)c(OC)c1 | 4 | -2 | 1 | 6 | 0.1 | x | 20 | 21 | -20 | -22
CC(C)Cn1c(-c2ccco2)n[nH]c1=S | -6 | -3 | -8 | -4 | 0.0 | 4 | 16 | -38 | 18 | -23
CCn1cc(C(=O)N2CCCC(CO)(Cc3ccccc3C)C2)cn1 (stereo not given) | -3 | 0 | 0 | -12 | 0.1 | -3 | 22 | 0 | -6 | -33
COCCNC(=O)C(c1ccc(Cl)cc1)N(Cc1ccco1)C(=O)CCC(=O)Nc1ccccn1 (stereo not given) | 30 | -4 | 4 | -1 | -0.2 | 0 | 3 | 6 | 10 | -18
CC(=O)Nc1ccc([N+](=O)[O-])c(CS(=O)(=O)c2ccc(C)cc2)c1[N+](=O)[O-] | 19 | -5 | 4 | 2 | -11 | 0 | 13 | 4 | 15 | -8
COc1ccc(NS(=O)(=O)c2cccc(C(=O)NCC(c3ccco3)N3CCCC3)c2)cc1 (stereo not given) | -35 | x | x | -14 | 1.7 | -7 | 7 | 0 | -5 | x
O=C(NCCCN1CCCC1)[C@H](CSCc1ccccc1)N1Cc2ccccc2C1=O | -17 | -2 | 7 | -4 | -0.7 | 0 | -8 | -5 | -1 | 3
Clc1ccc(N=c2ssnc2Cl)cc1 | -15 | 1 | 8 | -8 | -1.2 | -6 | 28 | -10 | 1 | -45
O=C1CC(/C=C/c2cccnc2)=Nc2ccccc2N1 | -1 | 2 | -1 | -6 | -0.6 | 22 | 9 | -12 | 1 | -24
Cc1cc(C)n(C(CC(=O)N2CCc3ccccc3C2)C(=O)O)n1 (stereo not given) | -32 | 3 | 6 | -15 | -0.7 | -3 | 7 | -15 | 0 | -22
CS(=O)(=O)/C(C#N)=C\c1cnc(S(=O)(=O)c2ccccc2)s1 | 32 | 3 | 36* | 21 | -1.2 | 34 | 16 | -37 | 14 | -21
CC(C)c1ccc(C2CC(=O)c3cnc(NC(=O)c4ccco4)nc3C2)cc1 (stereo not given) | 6 | -2 | 1 | 0 | 0.0 | 3 | 20 | -17 | 12 | -48
O=C(NCc1cccc(Cl)c1)c1ccc2nc(N3CCOCC3)sc2c1 | 9 | 2 | 10 | 11 | 0.5 | 3 | 1 | -9 | 3 | -2

10 neighbouring entries from above, for reference:
SMILES | HSF1 activator | HSP90 refold inh | IEC-6 cytotox | HSF1 inhib | HIF activator | SKKanGAS inh | AI-2 QS mod | aSyn 5UTR inh | Platelet DG rel | KLF5 inhibitor
CC(C)Cn1c(-c2ccco2)n[nH]c1=S | -6 | -3 | -8 | -4 | 0.0 | 4 | 16 | -38 | 18 | -23
CCn1cc(C(=O)N2CCCC(CO)(Cc3ccccc3C)C2)cn1 (stereo not given) | -3 | 0 | 0 | -12 | 0.1 | -3 | 22 | 0 | -6 | -33
COCCNC(=O)C(c1ccc(Cl)cc1)N(Cc1ccco1)C(=O)CCC(=O)Nc1ccccn1 (stereo not given) | 30 | -4 | 4 | -1 | -0.2 | 0 | 3 | 6 | 10 | -18
CC(=O)Nc1ccc([N+](=O)[O-])c(CS(=O)(=O)c2ccc(C)cc2)c1[N+](=O)[O-] | 19 | -5 | 4 | 2 | -11 | 0 | 13 | 4 | 15 | -8
COc1ccc(NS(=O)(=O)c2cccc(C(=O)NCC(c3ccco3)N3CCCC3)c2)cc1 (stereo not given) | -35 | x | x | -14 | 1.7 | -7 | 7 | 0 | -5 | x
O=C(NCCCN1CCCC1)[C@H](CSCc1ccccc1)N1Cc2ccccc2C1=O | -17 | -2 | 7 | -4 | -0.7 | 0 | -8 | -5 | -1 | 3
Clc1ccc(N=c2ssnc2Cl)cc1 | -15 | 1 | 8 | -8 | -1.2 | -6 | 28 | -10 | 1 | -45
O=C1CC(/C=C/c2cccnc2)=Nc2ccccc2N1 | -1 | 2 | -1 | -6 | -0.6 | 22 | 9 | -12 | 1 | -24
Cc1cc(C)n(C(CC(=O)N2CCc3ccccc3C2)C(=O)O)n1 (stereo not given) | -32 | 3 | 6 | -15 | -0.7 | -3 | 7 | -15 | 0 | -22
CS(=O)(=O)/C(C#N)=C\c1cnc(S(=O)(=O)c2ccccc2)s1 | 32 | 3 | 36* | 21 | -1.2 | 34 | 16 | -37 | 14 | -21

(continued)
SMILES | HSF1 activator | HSP90 refold inh | IEC-6 cytotox | HSF1 inhib | HIF activator | SKKanGAS inh | AI-2 QS mod | aSyn 5UTR inh | Platelet DG rel | KLF5 inhibitor
CCOC(=O)c1ccc(NC(=O)N2CCN(CCc3ccccc3)CC2)cc1 | -2 | -2 | -1 | -5 | 0.9 | 2 | -9 | -55 | 0 | -46
Cc1cc(-c2ccccc2)nc2oc3c(c12)NC(=O)CN(c1ccccc1)C3=O | 13 | 6 | -6 | -4 | -0.3 | 0 | 17 | 1 | -17 | -11
Nn1c(SCC(=O)Nc2ccc3c(c2)OCO3)nnc1-c1ccccc1 | 20 | 2 | -8 | 9 | 0.5 | 0 | 33 | -27 | -3 | -27
COc1ccc(C(=O)NC(=S)NNC(=O)COc2ccccc2)cc1 | 17 | 1 | -2 | 4 | -0.2 | 88* | 23 | -4 | 2 | -17
CC(C)CC(c1nnnn1Cc1ccc(F)cc1)N1CCC(C(N)=O)CC1 (stereo not given) | x | -2 | -2 | x | -0.4 | -8 | 19 | 10 | -6 | -28
Cn1c(Cc2ccccc2)nnc1SCC(=O)Nc1ccc(N2CCOCC2)cc1 | -17 | -1 | -4 | -13 | -0.4 | -9 | x | 7 | 3 | -1
COc1ccc(OC)c(C(=O)c2coc3ccc(O)c(CN(C)C)c23)c1 | 30 | 1 | 0 | 2 | -1.2 | 4 | 21 | -7 | 1 | -43
O=c1[nH]nc(-c2ccc(NCCCO)c([N+](=O)[O-])c2)c2ccccc12 | -6 | 0 | 7 | -8 | 0.4 | 8 | 19 | 24 | 22 | -9
CCCCOc1ccc(S(N)(=O)=O)cc1 | -21 | 0 | -2 | -9 | 0.4 | 5 | 5 | 1 | -1 | -6
CCNC(=O)C(=O)NCCc1ccc(Cl)cc1 | -2 | 8 | 8 | 0 | 0.3 | 0 | 27 | -3 | -2 | 2
CCCCC1(Cc2ccc([N+](=O)[O-])cc2)C(=O)N(c2ccccc2)N(c2ccccc2)C1=O | 4 | 4 | 2 | 2 | 0.1 | -27 | 3 | 16 | 8 | 14
CC1(C)SC(=S)N(/N=C/c2cccnc2)C1N(O)C(=O)NC1CCCCC1 (stereo not given) | 3 | 2 | -5 | 4 | -0.9 | 11 | x | -5 | 0 | 7
COCCNCCCCOc1ccc(Br)cc1C | -6 | 4 | 3 | -4 | -1.2 | 6 | 20 | 17 | -5 | 0
COc1cccc(C2c3[nH]c4ccccc4c3C[C@H]3C(=O)N(c4ccccc4C(=O)NCCCN4CCOCC4)C(=O)N23)c1 (stereo not given in full) | 0 | -2 | -5 | 0 | -0.3 | 0 | 13 | -7 | 1 | 1
CCCOc1ccc(CCCN=C(N)N)cc1Cl | 2 | 6 | 10 | -1 | 0.6 | 13 | 4 | -17 | -11 | -2
CCOC(=O)c1c(NC(=O)CSc2nc3ccccc3[nH]2)sc2c1CC(C)(C)NC2(C)C | 13 | x | x | 9 | -0.3 | -2 | 31 | -101 | 3 | x
O=C(NCC1CCCO1)/C(=C/c1ccccc1)NC(=O)c1ccccc1 (stereo not given) | 13 | 6 | -1 | -2 | 0.0 | -7 | -7 | 17 | -1 | -3
Cc1cc(C)cc(NC(=O)C2CCCN(c3nc(C)cc(C)n3)C2)c1 (stereo not given) | 5 | 3 | 1 | 2 | -0.3 | 12 | 0 | -6 | -2 | 10
COc1ccc(S(=O)(=O)N2CCOCC2)cc1NC(=O)COc1ncnc2ccccc12 | -3 | 4 | 1 | -1 | -3.4 | 4 | 9 | 19 | -23 | 1
